# Lamin A splicing = modulators of lamin A splicing; HeLa LMNA splicing GFP/RFP minigene ratio, 48 h; 200,000 compounds, 0.01% hits; Potency, µM (top dose mostly 46.1 µM), for inactives: top-dose ratio change, negative = inhibition, actives largely listed as inhibitors; active means well fitted inhibition curve with a large enough effect in the signal ratio, with a control signal flat, not every such curve was filed as active; inconclusive means small, poorly fitted or top-dose-only effect, or effect the other way, or a change in a side signal; the % refers to the signal ratio; further: potency means the concentration at half of the fitted maximal effect; on the % scale 0 is the no-effect control and ±100 the full control effect
#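 Read-out is the ratio of GFP to DsRed2 object intensity, acquired by 488 nm laser-scanning cytometry on HeLa lamin A-EGFP minigene reporter cells. Compound incubation 48 hrs at 37 °C in Opti-MEM with 2% FBS; DMSO 0.5% final.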
# Epigenetic derep = regulators of epigenetic silencing causing reporter derepression in mouse cells; murine LDR cells, GFP reporter derepression, 30 h; Potency, µM (doses to about 53.9 µM), for the others: at the top dose GFP activation, most hits filed as activators; 280,000 compounds, 0.2% hits; AID 1865; further: potency means the concentration at half of the fitted maximal effect; % of control where 0% means no effect; nearly all actives have a fitted effect of over 60% in size
#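 Derepression of a silenced CMV-GFP reporter in murine LDR cells is scored by enumerating GFP-positive cells with a laser-scanning microplate cytometer after 30 hours of treatment at 37 C.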
# HttQ103 aggreg = inhibitors of mutant huntingtin aggregate formation in PC12 cells. AID 1688. PC12 HttQ103-GFP aggregates, Acumen cytometry, 40 h. 220,000 compounds, 1.1% hits. Potency, µM (titrated, usually from 46.1 µM), without a hit: top-dose activity change, negative = inhibition, actives largely listed as inhibitors; further: potency means the concentration at half of the fitted maximal effect; on the % scale 0 is the no-effect control and ±100 the full control effect; nearly all actives have a fitted effect of over 60% in size
#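 PC12 cells with ecdysone-inducible HTT exon1 Q103-GFP, induced by 100 nM tebufenozide, given compounds in a concentration series. GFP aggregates (1–25 um, 6 SD above background) counted in lysates by laser-scanning cytometry, 488 nm excitation.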
# NPSR antagonist = blocks cAMP signaling of the human neuropeptide S receptor; Q6W5P4; CHO-NPSR cells, cAMP TR-FRET, antagonist mode; Potency, µM (top dose mostly 38.3 µM), for inactives: at the top dose activity change, negative = inhibition, actives largely listed as inhibitors; 220,000 compounds, 1% hits; further: potency means the concentration at half of the fitted maximal effect; on the % scale 0 is the no-effect control and ±100 the full control effect; nearly all actives have a fitted effect of over 50% in size; many of its hits are not listed in these tables
# KinaseGlo FLuc = Kinase-Glo luciferase inhibition (counter-screen); Q27757; Kinase-Glo luciferase, ATP luminescence, 8 min; Potency, µM (doses to about 38.3 µM), for inactives: at the top dose activity change, negative = inhibition, usual class: inhibitors; 200,000 compounds, 0.28% hits; AID 1379; further: potency means the concentration at half of the fitted maximal effect; on the % scale 0 is the no-effect control and ±100 the full control effect; nearly all actives have a fitted effect of over 60% in size
#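 Compounds were added to a substrate mix at pH 7.2 (50 mM imidazole, 10 uM ATP, within the enzyme's linear range), followed by Kinase-Glo detection reagent; luminescence was measured after 8 minutes at ambient temperature.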
# CBFb-RUNX1 inh = CBF-beta/RUNX1 interaction disruption | Q01196+Q13951 | AlphaScreen CBFb-His/RUNX1-biotin binding, biochemical | Potency, µM (highest dose often 59.8 µM), for the others: at the top dose activity, negative = inhibition, actives largely listed as inhibitors | 230,000 tested, under 10 active | AID 1477; further: % of control where 0% means no effect
# Target sequence (Q01196 whole entry, looked up): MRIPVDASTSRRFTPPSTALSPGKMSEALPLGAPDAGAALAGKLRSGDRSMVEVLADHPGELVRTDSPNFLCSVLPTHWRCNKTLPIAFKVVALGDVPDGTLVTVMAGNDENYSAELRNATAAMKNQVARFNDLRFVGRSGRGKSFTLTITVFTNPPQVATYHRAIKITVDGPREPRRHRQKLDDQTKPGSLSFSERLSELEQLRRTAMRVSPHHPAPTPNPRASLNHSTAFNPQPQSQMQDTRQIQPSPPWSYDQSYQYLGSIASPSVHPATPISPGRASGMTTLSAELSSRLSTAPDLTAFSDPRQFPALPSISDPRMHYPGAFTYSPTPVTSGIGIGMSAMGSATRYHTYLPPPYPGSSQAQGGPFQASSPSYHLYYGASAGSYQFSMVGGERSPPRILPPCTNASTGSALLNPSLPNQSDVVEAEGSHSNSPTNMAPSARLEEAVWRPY
# Target sequence (Q13951 whole entry, looked up): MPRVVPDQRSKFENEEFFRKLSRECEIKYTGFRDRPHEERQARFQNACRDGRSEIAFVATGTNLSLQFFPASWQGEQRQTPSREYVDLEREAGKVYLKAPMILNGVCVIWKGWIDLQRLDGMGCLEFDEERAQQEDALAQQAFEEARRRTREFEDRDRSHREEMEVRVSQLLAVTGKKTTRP
#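 Interaction loss through any mechanism counts as activity. Pre-formed complex of His-CBF-beta and biotin-RUNX1 (30 nM apiece) is incubated with compound 15 min, then with 50 ng nickel and 50 ng streptavidin beads for 90 min before AlphaScreen detection.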
# IMPase Li inh = membrane-permeable IMPase blocker, potentiated with lithium; Potency, µM (titrated, usually from 59.4 µM), inactives show at the top dose activity, negative = IMPase inhibition, most hits filed as inhibitors; CHO-M1 cells, IP1 TR-FRET (IP-One), carbachol + lithium; AID 1457; 210,000 compounds, 0.35% hits;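 further: IP1 builds up when IMPase is blocked and the TR-FRET signal falls; potency means the concentration at half of the fitted maximal effect; plate controls were basal vehicle for no effect and high inhibitor control for full effect; nearly all actives have a fitted effect of over 50% in size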
#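 Test compounds were applied to CHO-M1 cells previously cultured for 16–30 h at 2000 per well. A small lithium amount accompanied them; after 30 min at 37C, IP1 was quantified by TR-FRET.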
# * hit, by the source's call; ? = inconclusive; · = no result given; & = joins results of further samples; [ ] = remark or other dose. Unless noted, the call rests on the fitted dose curve; in most records, active means well fitted curve in the direction sought with a large enough effect; inconclusive means small, poorly fitted or top-dose-only effect, or another doubt; inactive means no such curve, though single readings can be large; an effect the other way counts as inactive or inconclusive. A portion of the library, so the mix of outcomes need not match the whole.
# Sample of the layout:
[1] Cc1cs/c(=N/C(=S)Nc2ccccc2)n1C
[2] NC(=O)C1CCN(CC(=O)N2c3ccccc3CCc3ccccc32)CC1
[3] Cc1cccc(C)c1NC(=O)COC(=O)COc1ccc2c(C)cc(=O)oc2c1
[4] CC1=NN(c2nc(-c3ccc(C)cc3)cs2)C(=O)C1N=Nc1ccc(C(N)=O)cc1 (configuration not stated)
[5] CCCS(=O)(=O)c1nc(S(=O)(=O)c2ccc(C)cc2)c(NCc2ccc3c(c2)OCO3)s1
[6] CC(C)C(=O)OCc1cn(-c2ccc(Cl)c(Cl)c2)nn1
[7] Nn1c(SCC(=O)NC2CCCC2)nnc1-c1ccccc1F
[8] COc1ccc(-c2nc(=S)c3c([nH]2)Oc2ccc(C)cc2C3)cc1O
[9] COc1cc(C(C)=O)ccc1OC(=O)C(C)N1C(=O)c2ccccc2C1=O (configuration not stated)
[10] Cc1ccccc1S(=O)(=O)Cc1ccc(C(=O)NCCN2CCCCC2C)o1 (configuration not stated)

screen / no.	1	2	3	4	5	6	7	8	9	10
Lamin A splicing	6%	0%	-11%	?	?	10%[46 µM]	20%	?	-4%	-3%
Epigenetic derep	0.0%	-1.1%	5.3%	-0.1%	0.0%	-0.4%	-2.3%	0.0%	-2.9%	0.1%
HttQ103 aggreg	19%	-14%	9%	15%	-16%	-5%	-8%	6%	23%	-21%
NPSR antagonist	-27%[46.1 µM]	-3%[46.1 µM]	14%	-24%	26%	-4%	-7%[46.1 µM]	14%	18%[46.1 µM]	-21%[46.1 µM]
KinaseGlo FLuc	-10%	0%	1%	-7%	-1%	-1%	1%	-1%	-6%	-1%
CBFb-RUNX1 inh	-11%	11%	1%	?	?	9%	3%	-1%	8%	3%
IMPase Li inh	1%	25%[38.3 µM]	-4%	18%	-4%	-3%	-30%[38.3 µM]	2%	8%[38.3 µM]	59%[activator][38.3 µM]

[11] CC(C)(C)C(=O)Nc1nc2ccc(S(C)(=O)=O)cc2s1
[12] CC(C)C(=O)Nc1c2c(nc3c1CCC3)CCCC2

screen / no.	11	12
Lamin A splicing	·	-1%
Epigenetic derep	0.1%	-0.8%
HttQ103 aggreg	13%	-7%
NPSR antagonist	16%	?
KinaseGlo FLuc	-1%	-4%
CBFb-RUNX1 inh	11%	1%
IMPase Li inh	-1%	4%[38.3 µM]

# Results, previewed entries included:
[1] Cc1cs/c(=N/C(=S)Nc2ccccc2)n1C
[2] NC(=O)C1CCN(CC(=O)N2c3ccccc3CCc3ccccc32)CC1
[3] Cc1cccc(C)c1NC(=O)COC(=O)COc1ccc2c(C)cc(=O)oc2c1
[4] CC1=NN(c2nc(-c3ccc(C)cc3)cs2)C(=O)C1N=Nc1ccc(C(N)=O)cc1 (configuration not stated)
[5] CCCS(=O)(=O)c1nc(S(=O)(=O)c2ccc(C)cc2)c(NCc2ccc3c(c2)OCO3)s1
[6] CC(C)C(=O)OCc1cn(-c2ccc(Cl)c(Cl)c2)nn1
[7] Nn1c(SCC(=O)NC2CCCC2)nnc1-c1ccccc1F
[8] COc1ccc(-c2nc(=S)c3c([nH]2)Oc2ccc(C)cc2C3)cc1O

screen / no.	1	2	3	4	5	6	7	8
Lamin A splicing	6%	0%	-11%	?	?	10%[46 µM]	20%	?
Epigenetic derep	0.0%	-1.1%	5.3%	-0.1%	0.0%	-0.4%	-2.3%	0.0%
HttQ103 aggreg	19%	-14%	9%	15%	-16%	-5%	-8%	6%
NPSR antagonist	-27%[46.1 µM]	-3%[46.1 µM]	14%	-24%	26%	-4%	-7%[46.1 µM]	14%
KinaseGlo FLuc	-10%	0%	1%	-7%	-1%	-1%	1%	-1%
CBFb-RUNX1 inh	-11%	11%	1%	?	?	9%	3%	-1%
IMPase Li inh	1%	25%[38.3 µM]	-4%	18%	-4%	-3%	-30%[38.3 µM]	2%

[9] COc1cc(C(C)=O)ccc1OC(=O)C(C)N1C(=O)c2ccccc2C1=O (configuration not stated)
[10] Cc1ccccc1S(=O)(=O)Cc1ccc(C(=O)NCCN2CCCCC2C)o1 (configuration not stated)
[11] CC(C)(C)C(=O)Nc1nc2ccc(S(C)(=O)=O)cc2s1
[12] CC(C)C(=O)Nc1c2c(nc3c1CCC3)CCCC2
[13] Cc1ccc(-c2noc(=O)n2CC(=O)c2ccc(Cl)cc2)cc1
[14] O=C(O)c1ccccc1-c1ccccc1C(=O)Nc1nc2ccccc2s1
[15] COc1ccc(OC)c(NC(=O)CSc2nc3ccccc3c3nc4ccccc4n23)c1
[16] S=c1[nH]nc(CN2CCCCC2)n1-c1ccc(Cl)cc1

screen / no.	9	10	11	12	13	14	15	16
Lamin A splicing	-4%	-3%	·	-1%	·	·	-16%	·
Epigenetic derep	-2.9%	0.1%	0.1%	-0.8%	2.1%	3.8%	2.1%	-0.9%
HttQ103 aggreg	23%	-21%	13%	-7%	20%[9.22 µM]	25%[9.22 µM]	-6%	12%
NPSR antagonist	18%[46.1 µM]	-21%[46.1 µM]	16%	?	16%	-13%	-10%	-2%
KinaseGlo FLuc	-6%	-1%	-1%	-4%	-2%	·	-1%	4%
CBFb-RUNX1 inh	8%	3%	11%	1%	5%	5%	2%	7%
IMPase Li inh	8%[38.3 µM]	59%[activator][38.3 µM]	-1%	4%[38.3 µM]	17%	·	4%	-3%

[17] CCC(C)NC(=O)C1c2ccccc2C(=O)N1Cc1cc(OC)ccc1OC (configuration not stated)
[18] CCc1ccc(-n2c(C)nc3cc(C(=O)NCc4cccnc4)ccc32)cc1
[19] CSc1nc(C)cc(Oc2ccc(=O)[nH]n2)n1
[20] CC(C)(C)c1ccc(OCC(=O)Nc2ccc(-c3nc4cccnc4o3)cc2)cc1
[21] CCN1CCN(c2ccc([N+](=O)[O-])cc2S(=O)(=O)N2CCOCC2)CC1
[22] C=CCCCCc1nc2ccccc2c(=O)n1N
[23] COCCN1C(=O)N[C@@H](c2ccco2)C(C(C)=O)=C1C
[24] O=C(NCCC1=CCCCC1)C1CCN(C(=O)Cc2ccccc2)CC1

screen / no.	17	18	19	20	21	22	23	24
Lamin A splicing	-1%	1%[46 µM]	·	5%	·	?	3%	?
Epigenetic derep	-1.8%	0.9%	1.5%	0.9%	-3.0%	-1.3%	-0.3%&0.1%	0.3%
HttQ103 aggreg	13%	-9%	34%	-7%	11%	-27%	-1%	-11%[9.22 µM]
NPSR antagonist	?	-13%	12%	7%[46.1 µM]	13%	19%	-10%	5%
KinaseGlo FLuc	10%	7%	-1%	-1%	2%	2%	-2%&0%	-1%
CBFb-RUNX1 inh	-2%	?	-8%	4%	-8%	17%	3%&2%	13%
IMPase Li inh	-16%[38.3 µM]	-5%	-12%	-21%[38.3 µM]	4%	7%	11%&7%	4%

[25] CC(C)N(C)C(=O)C(=O)c1cccn1-c1cccc(Cl)c1C#N
[26] CCC(CC)C(=O)N1c2ccc(F)cc2CCC1C (configuration not stated)
[27] Nc1ccccc1SC1CC(=O)N(c2ccc3c(c2)OCO3)C1=O (configuration not stated)
[28] O=C(Nc1ccc(N2CCCC2)cc1)c1cccc(-c2cc3ccccc3oc2=O)c1
[29] CC(C)(C)NC(=O)[C@@H]1C[C@H]2CCCC[C@@H]2CN1C[C@H](O)[C@H](Cc1ccccc1)NC(=O)[C@@H](CC(N)=O)NC(=O)c1ccc2ccccc2n1
[30] O=C(Nn1cnc2ccccc2c1=O)c1ccc([N+](=O)[O-])cc1

screen / no.	25	26	27	28	29	30
Lamin A splicing	-7%[46 µM]	8%	·	-6%	?	·
Epigenetic derep	1.1%	0.0%	0.1%	1.3%	0.0%[16.9 µM]	-1.2%
HttQ103 aggreg	11%[9.22 µM]	18%	7%[9.22 µM]	24%	·	-9%
NPSR antagonist	-2%	8%[46.1 µM]	8%	-7%[46.1 µM]	·	4%
KinaseGlo FLuc	-1%	-2%	·	1%	-2%[17.1 µM]	0%
CBFb-RUNX1 inh	-1%	3%	9%	-3%	4%[21.7 µM]	0%
IMPase Li inh	7%	20%[38.3 µM]	·	7%	-3%	0%

# An excerpt from above, showing only NPSR antagonist, Lamin A splicing and KinaseGlo FLuc.
item	canonical_smiles	NPSR antagonist	Lamin A splicing	KinaseGlo FLuc
24	O=C(NCCC1=CCCCC1)C1CCN(C(=O)Cc2ccccc2)CC1	5%	?	-1%
25	CC(C)N(C)C(=O)C(=O)c1cccn1-c1cccc(Cl)c1C#N	-2%	-7%[46 µM]	-1%
